KCNQ2 inh: KCNQ2 potassium channel inhibitors, primary screen, cell-based, CHO-K1, FluxOR thallium flux, B-score (AID 2156) | O88943 | 20 min; active compounds read low | B-score at 10 µM | hit rate 1.1% among 310,000;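 active = fluorescence ratio B-score at most minus 3 library SDs, with starting brightness B-score within 2 library SDs, cut at about -5.5 in these data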
STK33 inh: human STK33 kinase inhibition; hit rate 0.073% among 320,000; purified STK33, MBP phosphorylation, ADP-Glo luminescence; inhibition, % at 10 µM; AID 2661; Q9BYT3;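 active = inhibition at or above 25%, using the most active replicate where run in duplicate; inactive = inhibition below 25%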
Target sequence (Q9BYT3 whole entry, looked up): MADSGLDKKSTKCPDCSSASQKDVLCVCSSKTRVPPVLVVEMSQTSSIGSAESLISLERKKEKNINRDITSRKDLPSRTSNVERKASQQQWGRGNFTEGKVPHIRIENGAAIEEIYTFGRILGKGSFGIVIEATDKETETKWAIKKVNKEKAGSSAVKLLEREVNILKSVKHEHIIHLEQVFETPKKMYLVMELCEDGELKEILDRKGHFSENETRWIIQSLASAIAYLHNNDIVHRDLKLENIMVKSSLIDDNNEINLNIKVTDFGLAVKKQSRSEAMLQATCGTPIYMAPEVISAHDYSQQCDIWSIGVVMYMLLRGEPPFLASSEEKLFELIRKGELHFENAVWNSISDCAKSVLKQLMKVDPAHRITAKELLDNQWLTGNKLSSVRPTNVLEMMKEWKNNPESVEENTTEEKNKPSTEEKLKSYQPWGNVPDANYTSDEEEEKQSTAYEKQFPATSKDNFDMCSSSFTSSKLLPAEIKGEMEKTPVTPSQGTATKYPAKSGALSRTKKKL
Kir21 block: blocks the mouse Kir2.1 inward-rectifier potassium channel | B-score at 10 µM | hit rate 0.85% among 310,000 | HEK293-Kir2.1, FluxOR thallium flux fluorescence; active compounds read low | AID 1672 | P35561;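 active = fluorescence ratio B-score at or below minus 3 SD of library scores, with starting-brightness B-score within 2 SD, cut at about -4.2 in these data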;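 note: channel flux triggered by added potassium and thallium sulfate stimulus; B-score of peak minus minimum fluorescence over baseline after thallium stimulus; more negative B-score means stronger Kir2.1 block with less thallium influx; some compounds called inactive have numbers as strong as hits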
Target sequence (P35561 whole entry, looked up): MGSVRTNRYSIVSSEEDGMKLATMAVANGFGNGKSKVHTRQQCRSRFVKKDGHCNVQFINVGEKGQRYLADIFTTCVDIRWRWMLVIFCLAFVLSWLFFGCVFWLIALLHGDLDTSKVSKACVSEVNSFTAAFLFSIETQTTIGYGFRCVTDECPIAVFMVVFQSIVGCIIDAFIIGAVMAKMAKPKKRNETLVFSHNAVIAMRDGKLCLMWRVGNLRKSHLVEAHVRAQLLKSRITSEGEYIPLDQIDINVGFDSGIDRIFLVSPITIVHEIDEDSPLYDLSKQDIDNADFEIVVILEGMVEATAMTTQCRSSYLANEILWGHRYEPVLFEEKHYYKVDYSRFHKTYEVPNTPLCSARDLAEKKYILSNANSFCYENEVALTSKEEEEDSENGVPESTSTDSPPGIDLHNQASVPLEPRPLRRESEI
Active calls of the source: *; i = inactive; . = not tested or not shown.

| SMILES | KCNQ2 inh | STK33 inh | Kir21 block |
| --- | --- | --- | --- |
| O=C(O)C[C@H]1c2cc(C(F)(F)F)ccc2S(=O)(=O)N1C1CCN(Cc2ccccc2)CC1 | i | -0.2 | -0.53 |
| Cc1cccc(C)c1OCC(=O)Nc1ccc(S(=O)(=O)Nc2ccccn2)cc1 | i | -2.5 | 1.9 |
| COc1cc2c(CCNC(C)=O)c[nH]c2cc1O | i | -0.5 | -0.74 |
| CC(C)c1nnc(NC(=O)C2CCN(c3cnccn3)CC2)s1 | i | 0.1 | -0.02 |
| O=C(Nc1ccccc1N1CCCC1)c1cc(S(=O)(=O)N2CCOCC2)ccc1Cl | -5.9* | 0.2 | -0.42 |
| CSc1ccccc1C(=O)Nc1nccs1 | i | 1.3 | -2.09 |
| COc1ccccc1NC(=O)COC(=O)CNC(=O)c1ccc(OC)c(OC)c1 | i | -2.5 | -3.45 |
| CC(=O)Nc1ccc(S(=O)(=O)NCC2CCCO2)cc1 (stereo not given) | i | -1.8 | -0.96 |
| CCOc1ccc(C(=O)N2CCC3(CC2)NCCc2[nH]cnc23)cc1 | i | -1.0 | -0.3 |
| CCOC(=O)c1c(-c2ccccc2)c2cc(OC)ccc2n1CCCN(C)C | i | 1.4 | -7.05* |
| Nc1ccc(-c2nc3cc(N)ccc3o2)cc1 | i | -0.8 | 3.09 |
| O=C(c1ccc(NS(=O)(=O)c2cccs2)cc1)N1CCCCC1 | i | 0.2 | 1.55 |
| C/C(=N\NC(=O)c1cc(Br)ccc1O)c1cccs1 | i | 0.7 | -0.39 |
| Cc1ccc(-n2c(SCc3ccc([N+](=O)[O-])cc3)nc3ccccc3c2=O)cc1 | i | -0.5 | 0.45 |
| CN(C)S(=O)(=O)c1ccc(C(=O)Nc2nnc(Cc3ccccc3)s2)cc1 | i | -0.3 | -0.35 |
| C[C@H](O)[C@@H](C(=O)N1CCN(C(=O)OC(C)(C)C)CC1)n1cc(CCCCNC(=O)OC(C)(C)C)nn1 | i | 0.9 | -0.82 |
| Oc1ccc2ccccc2c1-c1sc(Nc2ccccc2)n[n+]1-c1ccc(F)cc1 | i | 0.0 | -0.32 |
| CSc1ccc(CCNC(=O)C2CCCN(c3nn4c(=O)cc(C)nc4s3)C2)cc1 (stereo not given) | i | -1.1 | 0.76 |
| CCOC(=O)c1c(C)c(C(=O)Nc2ccc3c(c2)OCO3)c(C)n1C | i | -0.6 | -0.06 |
| COc1ccc(C[C@H]2CN3C(=NC[C@H]3C)N2CCNC(=O)c2ccc(C)c(Br)c2)cc1 | i | -0.2 | 0.65 |
| COc1ccc(CC(=O)NCc2cccs2)cc1 | i | -0.6 | -0.38 |
| COc1c(F)c(F)cc2c(=O)c(C(=O)O)cn(C3CC3)c12 | i | -1.5 | -1.71 |
| O=C(C1=C[C@H](c2ccc3c(c2)OCO3)C[C@H](OCc2ccc(CO)cc2)O1)N1CCCCCCC1 | i | 0.3 | 0.1 |
| CCOc1ccc(-c2ccc(SCC(=O)Nc3nnc(C)s3)nn2)cc1 | i | -0.6 | -0.63 |
| C/C(=N\Nc1ncc(Br)cn1)c1cccc([N+](=O)[O-])c1 | i | -0.6 | 0 |
| Cc1c(C(=O)O)oc2ccc(S(=O)(=O)NCCC3=CCCCC3)cc12 | i | -1.5 | 0.05 |
| Cc1ccc(-c2nc(CSCC(=O)NCc3cccnc3)c(C)o2)cc1 | i | -1.2 | -0.1 |
| NS(=O)(=O)c1ccc(CCNC(=O)CN2CCCCCC2)cc1 | i | 1.0 | -2.35 |
| COCc1nnc(SCC(=O)NCc2ccccc2)n1-c1ccccc1 | i | -1.5 | -0.71 |
| CCCCCCn1c(CN2CCN(C(=O)OCC)CC2)nc2c1c(=O)n(C)c(=O)n2C | i | -1.0 | 0.84 |
| COCCCNC(=O)CN(CCc1ccccc1)S(=O)(=O)c1ccc(OC)cc1 | i | -0.3 | -1.82 |
| O=C(N/C=C/n1cnc2cc(C(F)(F)F)ccc21)c1ccccc1 | i | -0.8 | 0.76 |
| COc1ccccc1NC(=O)c1ccc([N+](=O)[O-])cc1[N+](=O)[O-] | i | -1.3 | 1.41 |
| CCOC(=O)C1CCN(Cc2cc(=O)oc3c(C)c(C)ccc23)CC1 | i | -0.7 | -1.09 |
| CCOc1ccccc1C1CC(c2ccccc2)Nc2nc(N)nn21 (stereo not given) | i | 3.3 | -1.01 |
| COc1ccccc1N1C(=O)C2C3C=CC(CC3)C2C1=O (stereo not given) | i | -2.2 | -0.76 |
| Cc1ccc(C)c(N(CC(=O)N2CCc3ccccc3C2)S(C)(=O)=O)c1 | i | -1.8 | 0.61 |
| COC(=O)COc1coc(CN2CCN(c3cccc(Cl)c3)CC2)cc1=O | i | -0.8 | -0.97 |
| Cc1ccc(C)c(NC(=O)C[n+]2ccccc2)c1 | i | -0.6 | -0.46 |
| Cc1sc2nc(CSCC(=O)Nc3c(F)cccc3F)[nH]c(=O)c2c1C | i | -0.2 | -1.49 |
| COc1ccccc1OCCNc1nc2c(c(=O)n(C)c(=O)n2C)n1C | i | -1.3 | -0.19 |
| CCc1cccc(CC)c1NC(=O)C(CC)Sc1nc2ccncc2[nH]1 (stereo not given) | i | -0.7 | -0.76 |
| Cc1cnc(C(=O)Nc2ccccc2-n2cccc2)cn1 | i | -0.5 | 0.48 |
| COc1ccc(-c2nc3ccccc3c(=O)n2CCOc2cc(C)ccc2C)cc1 | i | -0.8 | 0.08 |
| Cc1occc1-c1nnc(SCC(=O)c2ccc3c(c2)OCCO3)n1CC1CCCO1 (stereo not given) | i | 0.8 | -1.48 |
| CCCCNC(=O)COC(=O)CCC(=O)c1cccs1 | i | -2.3 | -0.11 |
| COc1ccc(S(N)(=O)=O)cc1C(=O)OCCCOc1ccc(F)cc1 | i | -0.9 | -0.22 |
| CCOc1cc(S(=O)(=O)NCc2ccc(OC)cc2)c(OCC)cc1-n1cnnn1 | i | 15.8 | -0.16 |
| Clc1cccc(NCc2nnc3n2CCCCC3)c1 | i | -0.2 | -0.07 |
| COCCn1c(N)c(N(Cc2ccccc2)C(=O)C2CCCC2)c(=O)[nH]c1=O | i | 4.9 | -0.5 |

Next structures follow:
| SMILES | KCNQ2 inh | STK33 inh | Kir21 block |
| --- | --- | --- | --- |
| Cc1c(C(=O)NCc2cccnc2)oc2ccc(S(=O)(=O)N3CCCCC3)cc12 | i | -1.2 | -0.67 |
| COC(=O)c1cc(C)nc2c1C(=O)C(=O)C=C2N1CCOCC1 | i | 0.8 | 0.94 |
| CCNC(=O)COC(=O)C1CCC(=O)N(c2ccc(OC)cc2)C1c1ccc(OC)cc1 (stereo not given) | i | -1.9 | 0.54 |
| COC(=O)c1ccc(Cl)c(NC(=O)NC23CC4CC(CC(C4)C2)C3)c1 | i | -2.2 | -1.86 |
| CC(=O)Nc1ccc(NC(=O)C(C)OC(=O)c2cccc(S(=O)(=O)N3CCCC3)c2)cc1 (stereo not given) | i | 0.5 | -0.28 |
| NC(=S)N/N=C/c1c[nH]c2ccccc12 | i | 0.8 | -1.54 |
| COc1ccc2oc(=O)c(C(=O)N3CCCC3)cc2c1 | i | -2.0 | -0.07 |
| Nc1nc(NCc2ccccc2)n(-c2ccccc2)n1 | i | -2.4 | 0.6 |
| COC(=O)c1cc2occc2n1Cc1nc(-c2cccc(Cl)c2)oc1C | i | -0.3 | -1.46 |
| O=S(=O)(c1ccc(Cl)s1)N1CCCc2cccc(O)c21 | i | -1.8 | -0.55 |
| C[C@H](NC(=O)c1nc[nH]c1C(=O)NCC(=O)OCc1ccccc1)C(=O)OC(C)(C)C | i | -1.2 | -0.47 |
| Cc1nc2ccccc2nc1OCC(=O)Nc1cc(C(F)(F)F)ccc1N1CCOCC1 | i | 0.1 | 2.38 |
| COc1ccc(OCC(=O)O/N=C(\N)Cc2ccc(Cl)cc2)cc1 | i | -1.7 | -0.2 |
| Cn1c(=O)oc2cc(S(=O)(=O)NCCN3CCCCCC3)ccc21 | i | 0.1 | -0.49 |
| O=C1COc2ccc(S(=O)(=O)N3CCCC3)cc2N1 | i | -2.3 | 2.42 |
| O=C(c1cc(C(=O)NCCc2ccccc2)c(=O)n(CCc2ccccc2)c1)c1cc(Cl)ccc1O | -6.38* | -1.3 | 0.48 |
| Cc1cc(C)c(C(=O)C(C)OC(=O)c2ccc(Cl)nc2)cc1C (stereo not given) | i | -0.6 | 0.44 |
| Cc1c(Br)c(C(=O)N2CCc3ccccc32)nn1C | i | 1.0 | 0.25 |
| CC(=O)Nc1ccc(-c2csc(NC(=O)c3ccc(C)o3)n2)cc1 | i | 0.0 | 0.25 |
| Cc1[nH]c2ccccc2c1C(=O)C(=O)NC1CC(=O)N(c2ccc(F)cc2)C1 (stereo not given) | i | -0.8 | -1.7 |
| Cc1ccc(S(=O)(=O)NCc2ccccc2)cc1C(=O)N1CCCCCCC1 | i | -0.3 | -1.25 |
| CC1(C)CC(=O)C(N=Nc2cccc(S(=O)(=O)N3CCOCC3)c2)=C(O)C1 | i | -0.8 | 2.02 |
| Cc1nn(-c2ccccc2)c(Cl)c1/C=C1\C(=O)N(C)C(=S)N1C | i | -1.5 | -0.97 |
| CNC(=O)C1Cc2ccccc2CN1S(=O)(=O)c1cccs1 (stereo not given) | i | 1.2 | -0.15 |
| O=C(CN(CC1CCCO1)C(=O)CNS(=O)(=O)c1ccccc1)NCc1ccc(F)cc1 (stereo not given) | i | -1.8 | 0 |

Additional records
Values run as follows: KCNQ2 inh | STK33 inh | Kir21 block
COCCNC(=O)NC(=O)COC(=O)c1cc([N+](=O)[O-])ccc1Sc1nc(C)cs1
    i | -0.4 | -0.16
COCCCNc1nc(N)c([N+](=O)[O-])c(Nc2ccccc2OC)n1
    i | -0.1 | -1.26
Cn1cc(C(=O)Nc2ccc(C#N)cc2)c2ccccc2c1=O
    i | 0.2 | 0.08
O=C(Cn1c(=O)sc2ccccc21)Nc1ccc(S(=O)(=O)N2CCCCC2)cc1
    i | -1.5 | 0.58
O=C(c1ccc(C(F)(F)F)cc1)C1CCCN(C(=O)CCc2cnccn2)C1 (stereo not given)
    i | -1.3 | 1.39
CCCn1c(N)c(N(CCOC)C(=O)c2cccc(S(=O)(=O)N3CCCc4ccccc43)c2)c(=O)[nH]c1=O
    i | 9.5 | -0.82
Cc1ccc(CN(CC2CCCO2)C(=O)CN2C(=O)C(C(C)C)Oc3ccccc32)o1 (stereo not given)
    i | -0.3 | 0.11
CC1(C)CN(c2ccc(CC#N)cc2)C1=O
    i | -0.5 | -0.47
COC(=O)c1c(NC(=O)c2ccco2)sc2c1C(C(=O)OC)CC2 (stereo not given)
    i | -0.7 | 0.01
CCc1nc(C)c(-c2ccccc2)c(=O)[nH]1
    i | -0.1 | -0.23
CNS(=O)(=O)c1cccc(C(=O)OCC(=O)Nc2sc3c(c2C#N)CCCCC3)c1
    i | -0.8 | -0.39
Cc1cc(Oc2ccc(C#N)cc2)nc(NCc2ccccc2)n1
    i | -1.2 | 1.02
CC#CC[N+](C)(C)CCCCCCCCCCCC
    i | . | -5.04*
CC(=O)Nc1n[nH]c(S(=O)(=O)Cc2ccc(Cl)cc2Cl)n1
    i | -1.7 | -2.96
CCc1nnc(NC(=O)CN2CCN(Cc3cccc(Cl)c3)CC2)s1
    i | -0.3 | 0.21
Cc1cc(C)cc(NC(=O)NC(C)C2CCCO2)c1 (stereo not given)
    i | . | -1.54
O=S(=O)(Nc1ccc(-c2nc3ccccc3o2)cc1)c1ccccc1
    i | -0.7 | 1.02
S=C(NCc1ccccc1)NCc1cccc(CNC(=S)NCc2ccccc2)c1
    i | 0.1 | -1.68
CC1(C)C2CCC1(CS(=O)(=O)NCc1ccc(C(F)(F)F)cc1)C(=O)C2 (stereo not given)
    i | 0.3 | -1.02
Cc1ccc(S(=O)(=O)CC(O)COc2ccc(C#N)cc2)cc1 (stereo not given)
    i | -1.2 | 1.69
Cc1cccc(N2CCN(c3nnnn3-c3ccccc3)CC2C)c1 (stereo not given)
    i | 0.4 | -0.99
CC1CCN(C(=O)COc2ccc(S(=O)(=O)N3CCCC3)cc2)CC1
    i | 0.0 | -0.18
COc1ccc(NC(=O)NNC(=O)c2cc3occc3n2C)c(OC)c1
    i | -1.5 | 0
O=C(NNC1CC(=O)N(c2ccc(Cl)cc2)C1=O)c1ccccn1 (stereo not given)
    i | -0.5 | 0.37
CC(C)CC(C(=O)N1CCc2ccccc2C1)N1C(=O)c2ccccc2C1=O (stereo not given)
    -6.53* | 0.5 | -3.72
O=C(COc1ccc(Cl)cc1)NCc1nnc(SCC(=O)N2CCCc3ccccc32)o1
    i | -1.0 | 0.04
CC(=O)Nc1ccc(S(=O)(=O)NC2CC(=O)N(c3ccc(C)cc3)C2)cc1 (stereo not given)
    i | -2.4 | 0.64
CCCCNC(=O)C1Cc2cc(S(=O)(=O)N3CCCC3)ccc2N1C(C)=O (stereo not given)
    i | -0.4 | -0.67
O=C(c1ccc2c3c(cccc13)CC2)C1CCCN(C(=O)c2cc[n+]([O-])cc2)C1 (stereo not given)
    i | -1.0 | 0.68

Screens: PubChem, several laboratories
